Screening results: PubChem BioAssay, National Center for Advancing Translational Sciences (NCATS)
TDP1 cell noCPT: qHTS for Inhibitors of human tyrosyl-DNA phosphodiesterase 1 (TDP1): qHTS in cells in absence of CPT; 420,000 compounds, 15% hits; DT40 Tdp1-/- hTDP1 cells, no CPT, ATP luminescence, 48 h; Potency, µM (doses to about 46.2 µM), inactives show at the highest dose activity change, negative = growth inhibition, hits mostly inhibitors; AID 686978, 2013; also: nearly all actives have a fitted effect of over 55% in size
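Growth of hTDP1-complemented DT40 Tdp1-knockout cells is measured by ATP luminescence after at least 48 hr compound exposure at 37 °C, with DMSO substituting for the 20 nM CPT used in the parallel screen.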
N370S GC: N370S glucocerebrosidase modulation, Gaucher chaperone candidate. 330,000 compounds, 0.092% hits. P04062. N370S GC spleen homogenate, 4MU-glucoside fluorescence. AID 2101. Potency, µM (titrated, usually from 59.4 µM), for the others: at the highest dose activity change, negative = inhibition, hits mostly inhibitors;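 also: 0% = full enzyme activity and -100% = no enzyme basal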
TDP1 inh: blocks human tyrosyl-DNA phosphodiesterase 1. Q9NUW8. recombinant TDP1, AlphaScreen DNA substrate cleavage. Potency, µM (top dose mostly 130 µM), inactives show at the top dose activity change, negative = inhibition, usual class: inhibitors. 350,000 compounds, 0.28% hits. AID 485290; also: nearly all actives have a fitted effect of over 40% in size
Target sequence (Q9NUW8 whole entry, looked up): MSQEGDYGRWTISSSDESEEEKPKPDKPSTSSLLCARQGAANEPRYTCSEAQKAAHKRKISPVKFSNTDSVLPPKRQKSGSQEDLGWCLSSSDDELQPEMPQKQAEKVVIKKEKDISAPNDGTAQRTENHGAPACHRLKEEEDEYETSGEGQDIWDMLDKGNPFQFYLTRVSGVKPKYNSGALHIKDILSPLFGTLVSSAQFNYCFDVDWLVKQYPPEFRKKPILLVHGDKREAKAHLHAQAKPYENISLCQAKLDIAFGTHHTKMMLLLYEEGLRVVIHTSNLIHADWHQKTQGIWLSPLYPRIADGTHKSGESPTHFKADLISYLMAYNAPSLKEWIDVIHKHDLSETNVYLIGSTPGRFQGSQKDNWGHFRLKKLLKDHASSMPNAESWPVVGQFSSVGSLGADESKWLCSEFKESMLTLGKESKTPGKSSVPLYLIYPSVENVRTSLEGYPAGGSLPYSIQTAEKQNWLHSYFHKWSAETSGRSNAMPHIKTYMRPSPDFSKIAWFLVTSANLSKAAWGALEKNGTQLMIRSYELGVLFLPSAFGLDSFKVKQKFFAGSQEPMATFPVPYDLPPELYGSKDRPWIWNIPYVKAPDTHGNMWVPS
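Tdp1 1 nM final; 15 min RT w/ cpd; substrate 15 nM, 5 min; beads 10 ug/ml, 10 min; AlphaScreen read. Neg ctrl: no enzyme.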
The depositor's hits bear a star; ? = inconclusive; . = no result given; [ ] = remark or other dose. Calls follow the shape of the dose curve; as a rule, active = well fitted curve in the direction sought with a large enough effect; inconclusive = small, poorly fitted or top-dose-only effect, or another doubt; inactive = no such curve, though single readings can be large; an effect the other way counts as inactive or inconclusive. Unless noted, % is scaled to controls: 0 for no effect and ±100 for the full control effect; potency is read from the fitted curve at half-maximal effect.

Screens in order – N370S GC | TDP1 cell noCPT | TDP1 inh
COCCCNC(=O)N1CCN(c2nnc(C)c3c(C)n(-c4ccc(Cl)cc4)nc23)CC1
    . | -12% | 5%
COc1ccc(C(CNC(=O)Nc2cccc(C)c2)N2CCN(C)CC2)cc1 (configuration not stated)
    -6% | 21% | 0%
COC(=O)c1ccc2nc(NC(=O)CN3C(=O)CCC3=O)sc2c1
    -2% | ? | -1%
Cc1c(C(=O)CN2CCSCC2)c2ccccc2n1C
    3% | -22% | 4%
O=C(CSc1nc2ccccc2s1)NC(=O)NCc1ccco1
    9% | 1% | -10%
COc1ccc(OC)c(S(=O)(=O)N/N=C(/C)c2c[nH]c3ccccc23)c1
    12% | 12% | 2%[56.1 µM]
O=C(COC(=O)c1ccccn1)NCc1cccc(Cl)c1
    -3% | -23% | -5%
C/C(=N/NS(=O)(=O)c1ccc(Cl)cc1)c1cccc(O)c1
    -3% | 10% | 0%
O=C(COc1cccc2ccccc12)N1CCN(c2ccccn2)CC1
    -4% | ? | 0%
CCOc1ccc(C(=O)NC(C)(C)CC)cc1
    2% | -27% | -1%
CSc1ccc(CN(C)C(=O)C(Cc2ccccc2)NC(=O)c2ccccc2)cc1 (configuration not stated)
    -7% | ? | 5%
CCOC(=O)CSc1nc(-c2ccc(F)cc2)cc(C(F)(F)F)c1C#N
    . | -21% | -1%
COc1ccc(-c2noc(CCC(=O)NC3CCN(Cc4ccccc4)CC3)n2)cc1
    -2% | 12µM* | .
O=C(O)CSc1nnc(-c2ccccc2O)n1Cc1ccccc1
    8% | 2% | -3%
O=C(CC1(O)C(=O)Nc2ccccc21)c1ccccc1 (configuration not stated)
    -5% | 2% | 0%
O=C(Nc1ccccc1-c1ccccc1)c1cnccn1
    8% | ? | 2%
O=C(c1cccs1)N1CCN(Cc2ccccn2)CC1
    -3% | 6% | -2%
Cc1ccc(S(=O)(=O)NC(C(=O)N2CCN(S(=O)(=O)c3cccc(F)c3)CC2)C(C)C)cc1 (configuration not stated)
    -1% | -21% | 11%
CC(=O)N1c2ccccc2C(=O)C1N1CCN(c2cc(Cl)ccc2C)CC1 (configuration not stated)
    . | ? | 3%
C/C(=N\NC(=O)Cn1nc(C)c(Br)c1C)c1cccs1
    -21% | ? | 3%

Screens in order – N370S GC | TDP1 cell noCPT | TDP1 inh
CC1CCCCC12NC(=O)N(CC(=O)OCC(=O)NCc1ccc(F)cc1)C2=O (configuration not stated)
    . | 13% | -1%
Cc1cc(Cl)ccc1OCC(=O)N(Cc1ccc(N(C)C)cc1)CC1CCCO1 (configuration not stated)
    . | 26µM* | 12%
CCn1c(=S)[nH]c2cc(Cl)ccc21
    4% | -1% | 4%
O=C(Nc1cccc2ccccc12)C1CCN(C(=O)NCc2ccccc2)CC1
    3% | -22% | -2%
CCOC(=O)C1=C(O)/C(=C/c2ccc(OCC(=O)O)c(OCC)c2)SC1=Nc1ccc(C)cc1
    -22% | -23% | 5%
CSc1nc2ccc(NS(=O)(=O)c3cccc(Cl)c3Cl)cc2s1
    3% | ? | 4%
C/C(=N\NC(=O)c1ccn[nH]1)c1cn(C)nc1C
    -4% | -15% | 3%
CCC1CCCCN1S(=O)(=O)c1ccc(C(=O)Nc2sc3c(c2C(N)=O)CCC3)cc1 (configuration not stated)
    . | ? | 5%
C/C(=N\N1CCN(Cc2ccccc2)CC1)c1ccco1
    -21% | 36%[activator] | 5%
Cc1ccc(C(=O)Nc2ccc(S(=O)(=O)N3CCCC3)cc2)o1
    -13% | -30% | 6%
O=C(c1ccco1)N1CCN=C1SCc1ccccc1F
    8% | -7% | -5%
O=C(Oc1cccc(Br)c1)c1cccnc1
    1% | -21% | -3%
O=C(c1ccc2c(=O)n3c(nc2c1)CCCCC3)N1CCN(c2ccc(F)cc2)CC1
    11% | ? | 5%
CCOc1ccc(NC(=O)CNS(=O)(=O)c2ccc(Br)s2)cc1
    . | ? | 1%
CCOC(=O)NC(=O)COC(=O)c1ccc(Sc2ncn[nH]2)c([N+](=O)[O-])c1
    -6% | 8% | 1%
O=C(COc1ccc(Cl)cc1Cl)NC(=O)c1ccccc1
    -4% | 18% | 2%
Cc1nc2cc(Cl)c(Cl)cc2nc1C
    3% | -23% | 5%
N#CCC(=O)Nc1ccc(C(=O)OCC(=O)N2CCN(C(=O)c3ccco3)CC2)cc1
    . | 2% | 45µM*
COc1ccc(-c2nc(C)ncc2-c2ccc(Cl)cc2)c(O)c1
    -12% | -11% | .
Cc1ccc2oc(=O)c3cnn(CC(=O)Nc4cc(-c5cccc(F)c5)no4)c3c2c1
    1% | 6% | -7%

Next part, overlapping the part above by four compounds.
Screens in order – N370S GC | TDP1 cell noCPT | TDP1 inh
Cc1nc2cc(Cl)c(Cl)cc2nc1C
    3% | -23% | 5%
N#CCC(=O)Nc1ccc(C(=O)OCC(=O)N2CCN(C(=O)c3ccco3)CC2)cc1
    . | 2% | 45µM*
COc1ccc(-c2nc(C)ncc2-c2ccc(Cl)cc2)c(O)c1
    -12% | -11% | .
Cc1ccc2oc(=O)c3cnn(CC(=O)Nc4cc(-c5cccc(F)c5)no4)c3c2c1
    1% | 6% | -7%
COc1ccc(CCNC(=O)CCCn2nc(C)c3sc4ccccc4c3c2=O)cc1OC
    . | ? | 6%
O=C(CC1C(=O)NCCN1CC(c1ccccc1)c1ccccc1)NCC1CCOCC1 (configuration not stated)
    -5% | -7% | 0%
CN(CC(=O)Nc1cccc(F)c1)C(=O)/C=C/c1cc(Br)ccc1OC(F)F
    1% | 5.8µM* | -2%
COCCN1C(=O)c2[nH]nc(-c3ccccc3O)c2C1c1ccc(OCc2ccccc2)c(OC)c1 (configuration not stated)
    . | 8.2µM* | 11%
Cc1ccc(OCCC(=O)NNC(=O)c2ccccc2F)cc1
    . | 13% | 1%[56.1 µM]
COc1ccc(-c2noc(CCC(=O)N3CCN(c4cccc(OC)c4)CC3)n2)cc1
    . | 16µM* | 2%[56.1 µM]
NC(=O)CSc1nc2cc([N+](=O)[O-])ccc2n1-c1cccc(C(F)(F)F)c1
    1% | ? | 2%
CCn1c(=O)c(C2=NS(=O)(=O)c3ccccc3N2)c(O)c2ccccc21
    7% | . | 4%
CCOC(=O)N1CCN(C(=O)c2cc3cc(C)ccc3[nH]2)CC1
    -21% | ? | 3%
CC(=O)c1c(C)[nH]c(C(=O)OCC(=O)NCc2ccc(Cl)cc2)c1C
    . | ? | 1%
COc1cc(/C=C2\CCCc3c2nc2ccccc2c3C(=O)O)cc(Cl)c1O
    -8% | 11% | 15%
Cc1ccccc1NC(=O)/C(=C/c1cccs1)NC(=O)c1ccco1
    8% | -13% | 8%
C[C@@H]1C(=O)N(S(=O)(=O)c2ccc([N+](=O)[O-])cc2)[C@H]1c1ccc(F)cc1
    -2% | . | 3%
COc1ccccc1CCC(=O)N1CCC(n2nccc2NC(=O)CC(C)C)CC1
    -5% | -2% | 1%
O=C(NCCO)/C(=C\c1ccc(Br)cc1)NC(=O)c1cccs1
    0% | -8% | 3%
Cn1c(N)c(S(=O)(=O)N2CCN(c3ccccc3)CC2)c(=O)n(C)c1=O
    3% | -9% | -3%
CCCn1nnc(NC(=S)NC(=O)/C=C/c2ccc(Cl)cc2)n1
    20% | -6% | 1%
Cc1c(NC(=O)Nc2ccccc2)c(=O)n(-c2ccccc2)n1C
    -10% | 1% | .
O=C(COn1nnc2ccc(Cl)cc21)NC12CC3CC(CC(C3)C1)C2
    30% | ? | 4%
Cc1nnnn1/C(=C\c1ccccc1)C(=O)OCC(=O)NC(C)(C)C
    1% | 10µM* | 3%

Screens in order – N370S GC | TDP1 cell noCPT | TDP1 inh
CCOc1ccc(Cl)cc1S(=O)(=O)NC1CCCC1
    -24% | -1% | -2%
CCOC(=O)N1CCN(C(=O)COc2ccc3c(c2)C(=O)CC2(CCN(C(C)=O)CC2)O3)CC1
    14% | -5% | 6%
Nc1ccc(C(=O)Oc2ccccc2)c(O)c1
    0% | ? | -5%[56.1 µM]
O=C(Nc1ccc(Cl)cc1C(=O)NCC1CCCO1)c1ccco1 (configuration not stated)
    4% | -13% | -1%
CCOC(=O)CSc1nnnn1-c1cc(OC)ccc1OC
    -16% | -12% | -7%
O=C(Nc1ccsc1C(=O)O)c1cccc(C(F)(F)F)c1
    -2% | -9% | .
CCn1c2ccccc2c2cc(NC(=O)CSc3nnc(-c4cccc(F)c4)o3)ccc21
    10% | 15µM* | 5%
CCOc1ccccc1/C=N/NC(=O)c1nnn(-c2nonc2N)c1CN1CCCC1
    3% | 1% | 1%
CCC(C)NC(=O)CSc1nc2cc3c(cc2c(=O)n1CCCC(=O)NCc1ccc2c(c1)OCO2)OCO3 (configuration not stated)
    . | 2% | 2%
COc1ccc(C2NC(=O)NC(C)=C2[N+](=O)[O-])cc1 (configuration not stated)
    -13% | 17% | .
CCOc1[nH]n(-c2ccc(Cl)cc2)c(=O)c1C=Nc1ccc(C)cc1
    -15% | . | -1%
Cc1ccc(S(=O)(=O)c2nc(-c3ccccc3)oc2N2CCCC2)cc1
    . | 16% | ?
O=C(/C=C/c1ccc(-c2ccccc2[N+](=O)[O-])o1)c1ccccc1
    -3% | 23µM* | 3%
Cc1[nH]n(-c2ccccc2)c(=O)c1N=Nc1ccccc1
    0% | -28% | 10%
CCC(C)NC(=O)c1sc2nc(C)c(C(=O)Nc3ccc(C)cc3C)c(-c3ccc(NC(C)=O)cc3)c2c1N (configuration not stated)
    . | ? | -4%[12.3 µM]
Cc1ccc(CC(=O)Nc2cc(C)ccn2)cc1
    1% | 19% | 2%
COc1ccccc1CNC(=O)Cc1cc(=O)[nH]c(=O)[nH]1
    2% | -3% | 1%
CCCn1nnc(NC(=O)c2cccc(OCC(C)C)c2)n1
    15% | ? | 4%
NS(=O)(=O)c1ccc(CCNC(=O)c2ccc(Cl)s2)cc1
    -7% | -10% | 3%
Cc1cc(C(F)F)n2nc(C(=O)Nc3cccc(S(=O)(=O)N4CCOCC4)c3)nc2n1
    -4% | -17% | 0%

Screens in order – N370S GC | TDP1 cell noCPT | TDP1 inh
Cc1cc(C)c2nc(N3CCCN(C(=O)c4cnccn4)CC3)c(C#N)cc2c1
    -3% | 16µM* | 0%
CCn1c(SCC(=O)Nc2cc(C)ccc2F)nnc1-c1ccccc1O
    . | ? | -1%
CCc1nc(SCc2cccnc2)c(C#N)cc1C
    16% | -13% | 8%
CCN(CC)c1ccc2cc(C(=O)Nc3ccccn3)c(=O)oc2c1
    9% | ? | 3%
Cc1cc(C)n(-c2ccccc2C#N)n1
    -2% | -3% | 0%
O=C(NC1CCCc2ccccc21)c1ccccc1Cl (configuration not stated)
    2% | ? | 0%
COc1ccc(N2CCN(CCCNC(=O)c3ccc4nc(Cc5ccccc5)oc4c3)CC2)cc1
    . | 6.5µM* | 10%
CC(C)N1CCN(C(=O)C2CCC(=O)N(CCc3cccc(F)c3)C2)CC1 (configuration not stated)
    2% | -3% | 5%
COc1ccc(NC(=O)c2c(OC)cccc2OC)c(OC)c1
    0% | -27% | 9%
Cc1ccc(NCc2nnc(SCC(=O)O)n2Cc2ccccc2)cc1Cl
    9% | -12% | 0%
CCOC(=O)c1cc(-c2ccccc2)sc1NC(=O)C(C)OC(=O)c1cccnc1Cl (configuration not stated)
    20% | 23µM* | 4%
Cc1cc(C)c(C#N)c(Nc2ccc(F)cc2)n1
    -11% | 0% | 2%
COc1ccc(CS(=O)(=O)c2nc(C)cc(C)c2S(C)(=O)=O)cc1
    7% | -3% | 9%
O=C(Nc1ccc(Cl)c(Cl)c1)N1CC=C(c2ccccc2)CC1
    -14% | 21µM* | 0%
COc1ccc(Nc2nc(-c3ccc(OC)cc3)c(CCC(=O)O)s2)cc1
    -13% | -27% | 4%
CCOC(=O)c1cc(NC(=O)Nc2ccccc2Cl)c(C)nc1C
    -5% | -27% | .
O=C(COC(=O)c1cccc(Cl)c1)Nc1ccc2[nH]c(=O)[nH]c2c1
    -4% | -12% | .
CCOc1ccccc1NC(=O)c1ccc(NC(=O)c2ccco2)cc1
    10% | 16µM* | 2%
O=C(Cc1cccc([N+](=O)[O-])c1)Nc1cccc(C(=O)N2CCCCC2)c1
    . | ? | 3%
CCCCC#Cc1nc(NC)c2ncn([C@@H]3O[C@@H](CO)[C@H](O)[C@H]3O)c2n1
    -14% | 1% | 12%

Screens in order – N370S GC | TDP1 cell noCPT | TDP1 inh
CC(C)CCNC(=O)c1ccc2nc(CCc3ccccc3)oc2c1
    . | -19% | 5%
O=C(O)c1cc2c(s1)-c1ccccc1OC2
    . | -22% | -6%
CC1(C)CC(=O)C(Sc2ccccc2C(=O)O)=C(O)C1
    -14% | -9% | -13%
CS(=O)(=O)Nc1cccc(-c2cncnc2NCc2cccnc2)c1
    12% | 3% | .
O=[N+]([O-])c1ccc(NS(=O)(=O)N2CCOCC2)cc1
    . | -3% | 1%
CC(=O)Nc1sc(N/N=C\c2cccc(Cl)c2)nc1-c1cccs1
    -14% | ? | 7%

This is a subset, so the mix of outcomes need not match the whole.
